# Assay outcomes: PubChem, several laboratories
# KLF5 inhibitor = KLF5 expression inhibitors, primary screen, DLD-1 cells, luminescence; actives 0.23% (n = 290,000); inhibition, % at 5 µM; DLD-1 KLF5 promoter-luciferase reporter;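 active = inhibition above a per-plate limit of that plate's mean compound inhibition plus 3 SD, cut at about 60% in these data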;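 note: 0% = DMSO wells and 100% = LY294002 at 200 µM; higher means less KLF5 promoter-driven luciferase light; inactives centre near -14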
# HSF1 inhib = HSF1 inhibitors in luciferase reporter cells, primary screen, cell-based, NIH3T3, luminescence. NIH3T3-HGL HSE-luciferase, MG132-induced, luminescence 8 h; hits give low values. activity change, negative = inhibition, % at 7.5 µM (by protocol). actives 0.77% (n = 300,000). AID 2098, 2009;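 active = more than half of replicate wells show activity change below -50%, luminescence cut by over half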;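 note: luciferase reports HSF-1 transcriptional activity via heat shock element; 0% = median of DMSO wells and -100% = zero luminescence signal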
# IEC-6 tox = cytotoxicity in IEC-6 intestinal epithelial cells, primary screen, cytotoxicity control for KLF5 inhibitor project, cell-based, luminescence; actives 0.78% (n = 290,000); IEC-6 cytotoxicity, luminescence viability; inhibition, % at 5 µM; in the data active = inhibition above about 22%;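 note: 0% = plate median of test compound wells and 100% = cytotoxic reference compound wells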
# GSK3 alpha inh = blockers of GSK3A enzyme activity – biochemical, luminescence, cell-free homogeneous, HTS, primary screen; inhibition, % at 10 µM; AID 2650, 2010; actives 0.1% (n = 320,000); GSK-3 alpha kinase, ADP-Glo luminescence, 60 min; Glycogen synthase kinase-3 alpha (Homo sapiens), P49840;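 in the data active = inhibition above about 50%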;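 note: GST-tagged GSK-3 alpha with peptide substrate and 25 µM ATP; 0% = DMSO neutral wells and 100% = GW8510 positive control wells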
# Target sequence (P49840 whole entry, looked up): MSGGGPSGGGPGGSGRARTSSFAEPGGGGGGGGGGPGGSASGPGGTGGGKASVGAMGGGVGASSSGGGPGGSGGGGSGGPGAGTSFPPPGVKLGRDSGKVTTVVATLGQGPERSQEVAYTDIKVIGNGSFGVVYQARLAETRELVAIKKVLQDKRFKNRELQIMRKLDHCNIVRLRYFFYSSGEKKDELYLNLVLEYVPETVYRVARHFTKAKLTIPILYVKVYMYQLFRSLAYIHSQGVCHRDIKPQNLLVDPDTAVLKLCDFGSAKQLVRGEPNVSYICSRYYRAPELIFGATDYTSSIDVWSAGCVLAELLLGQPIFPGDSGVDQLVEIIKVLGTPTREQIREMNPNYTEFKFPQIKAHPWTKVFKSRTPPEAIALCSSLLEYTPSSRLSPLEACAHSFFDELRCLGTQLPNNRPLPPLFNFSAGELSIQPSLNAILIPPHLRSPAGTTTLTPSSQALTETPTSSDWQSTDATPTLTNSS
# AI-2 QS modul = Vibrio harveyi AI-2 quorum sensing modulators, primary screen, JMH597 strain, luminescence/OD600 ratio; AID 2094, 2009; Vibrio harveyi JMH597 AI-2 luminescence/OD600 ratio, 9 h; hits give low values; strain lacks LuxN and CqsS sensors; 0 = neutral-control median; actives 0.4% (n = 300,000); activity change, % at 7.5 µM; in the data active = activity change below about -75%, passing the limit was not always enough;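 note: luminescence divided by OD600 gain over 9 h not by final OD600 alone; inactives centre near 13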
# HSF-1 act = HSF-1 activators, primary screen, NIH3T3-HGL cells, MG132 stress, luminescence, single point; NIH3T3-HGL HSF-1 luciferase reporter, 8 h; 100% = twice DMSO control signal; activation, % at 9 µM; actives 1.7% (n = 300,000);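 active = mean replicate activation of at least 50% with a set share of replicates each reaching 50%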;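 note: 0% = median of the neutral control wells and 100% = twice that signal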
# GSK3beta inhib = human GSK3beta kinase inhibitors, primary screen, biochemical, cell-free homogeneous, HTS; Glycogen synthase kinase-3 beta (Homo sapiens), P49841; GST-GSK3beta kinase, ADP-Glo luminescence, 60 min; hits give low values; activity score (negative = inhibition), % at 10 µM; actives 0.038% (n = 300,000); AID 2097, 2009;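 active = more than half of replicate wells score below -50%, meaning over 50% inhibition versus plate controls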;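 note: 0% = median DMSO wells and -100% = median GW8510 positive control wells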
# Target sequence (P49841 whole entry, looked up): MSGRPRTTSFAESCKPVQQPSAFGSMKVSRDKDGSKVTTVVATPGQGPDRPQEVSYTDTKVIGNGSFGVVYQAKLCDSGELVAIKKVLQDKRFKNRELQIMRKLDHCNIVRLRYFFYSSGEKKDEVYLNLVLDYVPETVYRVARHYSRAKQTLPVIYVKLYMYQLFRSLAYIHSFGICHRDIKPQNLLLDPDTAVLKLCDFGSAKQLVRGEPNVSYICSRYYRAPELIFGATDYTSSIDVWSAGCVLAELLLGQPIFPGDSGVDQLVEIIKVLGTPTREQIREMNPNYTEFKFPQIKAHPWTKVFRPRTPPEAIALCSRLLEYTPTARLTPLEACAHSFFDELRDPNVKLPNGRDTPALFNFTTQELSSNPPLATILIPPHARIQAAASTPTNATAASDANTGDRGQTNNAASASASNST
#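 Test system: GST-tagged human GSK3beta kinase, cell-free; evaluation: activity score scaled between in-plate DMSO and GW8510 controls; measured by: ADP-Glo luminescence; incubation: 60 min reaction, RT; benchmarks: DMSO and 20 µM GW8510; reagent: peptide substrate plus 25 µM ATP (final); medium: Tris/MgCl2 kinase buffer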
# aSyn 5UTR inh = MLPCN primary screen, SNCA 5' untranslated region; alpha-synuclein 5'UTR reporter, inhibitor activity; inhibition, % (tested at 7.5 µM); actives 0.82% (n = 300,000); in the data active = inhibition above about 60%;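 note: H4 neuroglioblastoma cells stably carrying SNCA 5'UTR luciferase fusion; 0% = DMSO wells and 100% = positive control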
# HSP90 refold inh = HSP90 inhibitors, primary screen, cell lysate, luminescence; Heat shock protein HSP 90 (rabbit reticulocyte lysate; luciferase refolding); Rabbit reticulocyte lysate, luciferase refolding luminescence, 3 h; inhibition, % at 5.6 µM; actives 0.91% (n = 290,000);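 active = inhibition above the screen-wide mean plus 3 SD, computed separately per campaign, cut at about 16% in these data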;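 note: 0% = DMSO wells and 100% = 60 µM geldanamycin wells; inhibitors lower the luminescence because luciferase stays unfolded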
# PolyA inh = polyadenylation inhibitors in yeast reporter cells, primary screen, luminescence, S. cerevisiae. actives 0.02% (n = 300,000). S. cerevisiae SKY197-pL101 polyadenylation reporter, beta-gal luminescence; efflux-impaired pdr1/pdr3 knockout yeast; score 100 = 6 SD above DMSO. calls only at 12 µM;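 active = lowest replicate activity score at least 50, where 100 means six control SD above control mean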;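 note: yeast exposed to compound for 9 h at 30 °C; higher score means more reporter readthrough which indicates perturbed polyadenylation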
# Starred values were filed as active, the others as inactive; i = inactive; · = not tested or not shown. An excerpt. The share of hits here may be higher or lower than overall.
Structure	KLF5 inhibitor	HSF1 inhib	IEC-6 tox	GSK3 alpha inh	AI-2 QS modul	HSF-1 act	GSK3beta inhib	aSyn 5UTR inh	HSP90 refold inh	PolyA inh
CN(C)S(=O)(=O)CC12CCC(CC1=O)C2(C)C (centres undefined)	-56	7	2	2	23	9	-2	3	6	i
CCn1cc(C(=O)N2CCc3ccccc32)c(=O)c2cc(S(=O)(=O)N(C)C3CCCCC3)ccc21	12	-3	-16	-2	41	3	4	19	-1	i
COC(=O)C1=C(C)NC(C)=C(C(=O)OC)C1C(=O)OCC(=O)Nc1ccc(C(C)=O)cc1	-36	5	-3	0	9	3	1	19	-2	i
FC(F)(F)c1nc(-c2ccncc2)ncc1-c1nnnn1-c1ccccc1	-11	-1	-7	0	3	1	2	6	1	i
COc1ccc(-n2nc(C(N)=O)nc2-c2ccccc2)cc1	-9	-8	2	2	5	-9	-3	11	2	i
Cc1cc(C)c(NS(=O)(=O)c2c(C)noc2C)c(C)c1	-7	-4	3	2	-2	-4	3	0	3	i
O=C(NCCCN1CCOCC1)c1cc2ccccc2oc1=O	-40	0	1	1	0	1	3	-10	7	i
Cc1ccc(C)n1-c1ccc(-c2ccn[nH]2)cc1	-9	-14	0	5	12	-2	2	-12	2	i
O=C(CN1C(=O)NC2(CCCCCC2)C1=O)Nc1ccc2c(c1)CCC2	-11	10	14	0	-11	-1	5	-13	-1	i
Cc1[nH]n(-c2ccccc2)c(=S)c1C=Nc1cccc([N+](=O)[O-])c1	-11	-60*	8	3	28	-67	1	0	1	i
Cc1cccc(OCC(=O)NCCCNC(=O)c2ccncc2)c1	-14	0	6	3	19	8	3	-20	-2	i
Cc1c(S(=O)(=O)NCCc2ccccc2)c(=O)n(C)c(=O)n1C	-5	1	-6	0	14	2	0	-8	-1	i
CCC(C)NCCCCOc1ccc(Cl)cc1C (centres undefined)	3	-3	5	0	7	-20	-1	-6	2	i
COc1ccc(N2CCN(C(=O)c3ccc(NS(=O)(=O)c4cccs4)cc3)CC2)cc1	-26	12	2	-2	16	-2	1	-75	2	i
COc1ccc(NC(=O)CNS(=O)(=O)c2cccs2)cc1	-3	0	2	-6	21	12	4	-30	-2	i
O=C(c1ccc(Cl)nc1)N1CCc2ccccc2C1	7	0	6	-1	20	-13	4	20	3	i
COc1ccc(-c2nc3n(c2C)CCC3)cc1	-48	4	-2	-1	17	3	1	-63	4	i
Cc1ccc(CN2CCc3c(OCC(=O)Nc4cc(C)ccc4C)cccc3C2=O)cc1	0	9	5	-1	35	6	0	0	1	i
CCOc1cccc(OCCCNCCCOC)c1	-43	·	0	0	30	·	1	-1	3	i
Cc1cc(N2C(=O)C3C4c5ccccc5C(c5ccccc54)C3C2=O)no1 (centres undefined)	-9	0	-4	0	12	4	-1	7	0	i
COc1cccc(C(=O)Nc2cccc(-c3ccc(N4CCOCC4)nn3)c2)c1	·	10	·	-4	21	16	0	-72	·	i
COc1ccccc1C(=O)C1CCCN(Cc2cccc(OCCO)c2)C1 (centres undefined)	-12	0	0	-3	15	15	-2	-3	1	i
CC(=O)c1ccc(N2CCN(C3CCC(C(C)(C)C)CC3)CC2)cc1 (centres undefined)	-14	0	4	-2	27	19	1	7	1	i
COc1ccc(S(=O)(=O)C(C#N)c2nc3ccccc3nc2N2CCCCC2)cc1 (centres undefined)	-12	·	-3	-1	-1	·	4	-22	3	i
N=c1oc2ccccc2cc1-c1nc(-c2ccc(Cl)cc2)cs1	-15	-3	-8	-3	6	17	2	-82	0	i
Clc1ccc(SCc2cc(-c3ccccc3)on2)cc1	-1	10	0	-3	20	22	2	-75	1	i
Cc1nn(-c2ccccc2)c(Cl)c1/C=N/NC(=O)c1ccc(CNc2ccccc2)o1	-14	-26	2	3	1	-36	0	-24	5	i
Cc1ccc(CS(=O)(=O)CCC(=O)NCc2cccs2)cc1	-7	-3	5	-3	32	7	-1	20	3	i
O=C(Cc1ccccc1)Nc1ccccc1CO	-19	·	1	-1	·	·	·	·	3	·
O=C(COc1cccnc1[N+](=O)[O-])NCCc1ccc(Cl)cc1Cl	11	11	6	-5	40	16	2	11	1	i
O=C(CN(C(=O)Cn1nnc(-c2ccccc2F)n1)c1cnc2ccccc2c1)NCC1CCCO1 (centres undefined)	-7	·	-2	8	46	·	0	18	5	i
NS(=O)(=O)c1ccc(NC(=O)COC(=O)c2cn(-c3ccccc3)nc2-c2ccc(F)cc2)cc1	-14	-6	-1	1	32	12	-2	28	1	i
O=C(COc1cccc2c1CCN(Cc1ccccc1F)C2=O)N1CCOCC1	-4	-2	6	1	14	-7	-1	19	-4	i
N#Cc1ccc(-c2csc(-c3ccno3)n2)cc1	-30	-7	-7	-15	17	0	-6	-8	2	i
CCCc1cc(C(=O)Nc2cccnc2)no1	2	-4	3	0	27	-23	-3	-15	-1	i
C#CCn1c(=NC(=O)c2ccco2)sc2cccc(Cl)c21	17	-19	1	0	15	-40	2	-10	-2	i
O=C(OCC(=O)N1CCOCC1)c1ccc(Cl)nc1	-27	-5	2	1	25	0	4	-4	1	i
CCCn1nc(NC(=O)C(C)C)c2cc3cc(OC)ccc3nc21	-44	-6	-26	4	14	0	-13	-5	-8	i
COCCn1nnnc1CN(CCc1ccccc1)Cc1cc2ccc(C)cc2[nH]c1=O	-29	8	-1	-1	17	18	2	-7	-1	i
O=C(NNS(=O)(=O)c1ccccc1)C(O)(c1ccccc1)c1ccccc1	8	3	-8	-1	-6	3	2	4	-3	i
CN(C)CCCNC(=O)COc1ccc(Br)cc1Cl	-12	-4	-2	-2	43	15	0	-19	-3	i
O=C(N/C(=C\c1ccccc1)C(=O)N1CCOCC1)c1ccccc1Br	-18	3	-4	1	31	3	2	6	-4	i
O=C(CCC(=O)OCC(=O)c1ccccc1)NC1CCCCC1	-5	-4	-8	-1	32	-13	1	5	-6	i
C=CCNc1nc(C(=O)OCC(=O)c2ccc(Cl)cc2)cs1	·	2	·	4	33	28	1	19	·	i
O=C(NCc1ccccc1)c1ccc(Br)cc1Br	2	0	-3	-4	13	-13	2	15	1	i
CSc1ccc(NC(=O)C(C)N2CCN(C)CC2)cc1 (centres undefined)	-22	-6	2	-2	11	11	-1	-10	0	i
CCOc1ccc(/C=C/C(=O)Oc2ccc(OC)cc2)cc1	4	1	8	-1	9	7	-4	10	1	i
O=C(NCc1cccc(OC(F)(F)F)c1)C1CCC(=O)N(Cc2cccc(F)c2)C1 (centres undefined)	-10	-2	5	-1	-3	-6	1	7	-4	i
CCC(=O)NCCn1ccc2ccccc21	-23	0	2	-2	21	-19	-2	-6	0	i
Cc1ccc(S(=O)(=O)N(C)CCCC(=O)N2CCCCC2)cc1	-2	0	5	-7	30	-2	-3	2	0	i
CCn1c2ccccc2c2cc(NC(=O)CSc3nccc(=O)[nH]3)ccc21	-2	2	4	-2	8	15	-2	5	-2	i
CCn1c(SCC(=O)Nc2nccs2)nnc1-c1ccc(S(=O)(=O)N2CCCCC2)cc1	-14	4	6	3	25	5	2	2	4	i
Cc1cc(C)n(CC(O)Cn2cnc3c2c(=O)n(C)c(=O)n3C)n1 (centres undefined)	1	-8	1	-3	-2	10	1	4	-1	i
CC/C(=N\NC(=S)NC(C)C)c1ccc(OC)c(OC)c1	-13	-11	4	0	8	-14	1	34	-1	i
Cc1ccccc1NC(=O)CN1CCC(C(=O)c2ccc3c(c2)OCCO3)CC1	-2	-1	5	0	-2	2	1	26	0	i
COc1ccc(-c2nc(CS(=O)CC(=O)NC3CCCC3)c(C)o2)cc1OC (centres undefined)	-18	2	4	4	-1	15	0	6	0	i

# Whole records, quoted from the list. Values in the order: KLF5 inhibitor | HSF1 inhib | IEC-6 tox | GSK3 alpha inh | AI-2 QS modul | HSF-1 act | GSK3beta inhib | aSyn 5UTR inh | HSP90 refold inh | PolyA inh
# COc1ccc(-c2nc(CS(=O)CC(=O)NC3CCCC3)c(C)o2)cc1OC (centres undefined) in the list: -18 | 2 | 4 | 4 | -1 | 15 | 0 | 6 | 0 | i
# CC/C(=N\NC(=S)NC(C)C)c1ccc(OC)c(OC)c1 in the list: -13 | -11 | 4 | 0 | 8 | -14 | 1 | 34 | -1 | i

# Grouped by structure: those above containing an aryl methoxy group.
Structure	KLF5 inhibitor	HSF1 inhib	IEC-6 tox	GSK3 alpha inh	AI-2 QS modul	HSF-1 act	GSK3beta inhib	aSyn 5UTR inh	HSP90 refold inh	PolyA inh
COc1ccc(-n2nc(C(N)=O)nc2-c2ccccc2)cc1	-9	-8	2	2	5	-9	-3	11	2	i
COc1ccc(N2CCN(C(=O)c3ccc(NS(=O)(=O)c4cccs4)cc3)CC2)cc1	-26	12	2	-2	16	-2	1	-75	2	i
COc1ccc(NC(=O)CNS(=O)(=O)c2cccs2)cc1	-3	0	2	-6	21	12	4	-30	-2	i
COc1ccc(-c2nc3n(c2C)CCC3)cc1	-48	4	-2	-1	17	3	1	-63	4	i
COc1cccc(C(=O)Nc2cccc(-c3ccc(N4CCOCC4)nn3)c2)c1	·	10	·	-4	21	16	0	-72	·	i
COc1ccccc1C(=O)C1CCCN(Cc2cccc(OCCO)c2)C1 (centres undefined)	-12	0	0	-3	15	15	-2	-3	1	i
COc1ccc(S(=O)(=O)C(C#N)c2nc3ccccc3nc2N2CCCCC2)cc1 (centres undefined)	-12	·	-3	-1	-1	·	4	-22	3	i
CCCn1nc(NC(=O)C(C)C)c2cc3cc(OC)ccc3nc21	-44	-6	-26	4	14	0	-13	-5	-8	i
CCOc1ccc(/C=C/C(=O)Oc2ccc(OC)cc2)cc1	4	1	8	-1	9	7	-4	10	1	i
CC/C(=N\NC(=S)NC(C)C)c1ccc(OC)c(OC)c1	-13	-11	4	0	8	-14	1	34	-1	i
COc1ccc(-c2nc(CS(=O)CC(=O)NC3CCCC3)c(C)o2)cc1OC (centres undefined)	-18	2	4	4	-1	15	0	6	0	i
